Bioassay records as filed in PubChem.
KCNH2 3.1 inh – blocks the human KCNH2 3.1 channel isoform; U2OS KCNH2 3.1, thallium flux FluxOr; hits give low values; activity change, % (tested at about 1.8 µM); 340,000 compounds, 0.95% hits;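 active = maximum activity change below -70%; inconclusive = maximum activity change from -70% to -50%; inactive = maximum activity change above -50%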;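 note: thallium influx rate constant from kinetic fluorescence after stimulation buffer; % is set by controls: 0 for no effect and ±100 for the full control effect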
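Thallium flux via FluxOr fluorescence (Red40 quencher, 45 min loading) in U2OS cells virally expressing the KCNH2 3.1 isoform (1.77 x 10^8 /mL virus, overnight at 37 C). Rate constants from 2-min kinetic reads post-stimulation, normalised to positive and negative controls.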
Tb PFK inh – inhibitors of T. brucei phosphofructokinase. 330,000 compounds, 0.17% hits. T. brucei PFK, ADP-Glo luminescence. Potency, µM (series often up to 57.5 µM), for inactives: top-dose activity, negative = inhibition, usual class: inhibitors. O15648;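 note: potency is the fitted concentration of half-maximal effect; 0% = uninhibited 1x PFK enzyme wells and -100% = no-enzyme wells; nearly all actives have a fitted effect of over 60% in size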
Target sequence (O15648 whole entry, looked up): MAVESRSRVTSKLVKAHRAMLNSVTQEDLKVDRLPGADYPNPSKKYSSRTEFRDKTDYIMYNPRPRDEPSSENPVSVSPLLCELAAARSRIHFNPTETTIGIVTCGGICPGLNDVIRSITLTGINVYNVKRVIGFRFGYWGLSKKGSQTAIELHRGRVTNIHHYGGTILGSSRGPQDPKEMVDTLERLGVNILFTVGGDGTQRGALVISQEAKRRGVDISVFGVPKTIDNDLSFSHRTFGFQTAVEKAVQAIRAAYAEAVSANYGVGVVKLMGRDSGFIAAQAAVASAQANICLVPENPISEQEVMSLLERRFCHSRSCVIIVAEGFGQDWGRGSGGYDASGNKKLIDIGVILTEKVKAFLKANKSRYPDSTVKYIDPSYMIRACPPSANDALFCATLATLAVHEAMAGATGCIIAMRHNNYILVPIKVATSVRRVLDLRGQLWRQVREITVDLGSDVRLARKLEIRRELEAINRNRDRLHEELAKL
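Activity is normalized to no-enzyme wells (full inhibition) and 1.25 nM enzyme wells (no inhibition). Reaction: 0.5 mM F6P, 0.1 mM ATP, 45 min RT, ADP-Glo luminescence; concentration-response curves fitted and classed by quality.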
Gal4-VP16 FLuc – Gal4-VP16 reporter inhibition counter-screen; Drosophila S2 Gal4-VP16 UAS-luciferase, luminescence, 20 h; Potency, µM (top dose mostly 53.6 µM), without a hit: at the top dose activity, negative = inhibition, most hits filed as inhibitors; 310,000 compounds, 3.5% hits; AID 2546;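 note: Gal4-VP16 expression switched on by copper sulfate through the metallothionein promoter; potency is the fitted concentration of half-maximal effect; % is set by controls: 0 for no effect and ±100 for the full control effect; nearly all actives have a fitted effect of over 50% in size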
ELG1 genotox – inducers of genotoxicity in HEK293T ELG1-luciferase cells | Potency, µM (highest dose often 46 µM), for inactives: at the top dose activity change, positive = activation, usual class: activators | 330,000 compounds, 1.3% hits | HEK293T ELG1-luciferase reporter, luminescence, 16 h | AID 504466; note: potency is the fitted concentration of half-maximal effect; % of control where 0% means no effect; nearly all actives have a fitted effect of over 60% in size
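Quantitative HTS format in 1536-well plates. HEK293T ELG1-luciferase reporter cells receive test compound and are incubated 16 hr at 37 °C, 5% CO2; ONE-Glo added, 30 min room temperature, then luminescence read.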
Giardia kill – Giardia lamblia killing; Giardia lamblia trophozoite viability; activity change, % at 7.66 µM, hits read low; 340,000 compounds, 0.15% hits; in the data active = activity change below about -80%; inconclusive = between about -30% and that limit;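 note: parasites exposed to compound for two days anaerobically before the ATP read; % is set by controls: 0 for no effect and ±100 for the full control effect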
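Giardia lamblia trophozoites (100 cells/well) were incubated with compounds for 48 h at 37 deg C under anaerobic conditions. Viability was read as ATP content by one-step luminescence after 15-30 min at room temperature.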
FBPA coupling cs – inhibits coupling enzyme system, counter-screen for aldolase hits; activity change, negative = inhibition, % at 58.2 µM, hits read low; 290,000 compounds, 0.67% hits; coupling enzyme system counterscreen, AmpLite Red fluorescence; AID 2472; in the data active = activity change below about -30%; note: % is set by controls: 0 for no effect and ±100 for the full control effect
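Coupling enzymes only (glyceraldehyde-3-phosphate) + compound, at 57.5 uM final, 10 min RT; add substrate/coupling/AmpLite Red mix, 20 min RT; fluorescence ex 525/em 598 nm. Actives flag coupling-system interference.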
FLuc counter – inhibits or activates purified firefly luciferase, miR-21 counter-screen; purified FLuc, Km substrates, luminescence inhibition; Potency, µM (doses to about 57.5 µM), for inactives: top-dose activity change, negative = inhibition, usual class: inhibitors; 360,000 compounds, 6.9% hits;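 note: potency is the fitted concentration of half-maximal effect; plate controls were vehicle for no effect and reference inhibitor for full effect; nearly all actives have a fitted effect of over 55% in size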
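Purified P. pyralis luciferase, 10 nM final, with Km-level 10 uM D-luciferin and 10 uM ATP in 50 mM Tris acetate pH 7.5, 10 mM Mg acetate, 0.01% Tween-20, 0.05% BSA; 6-point qHTS titration about 60 µM downward; luminescence read.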
RORgamma inh – blocks mouse ROR gamma transcriptional activity. P51450. Drosophila S2 Gal4-RORgamma UAS-luciferase reporter, 20 h. AID 2551. 310,000 compounds, 5.4% hits. Potency, µM (top dose mostly 53.6 µM), inactives show at the highest dose activity change, negative = inhibition, actives largely listed as inhibitors; note: potency is the fitted concentration of half-maximal effect; % is set by controls: 0 for no effect and ±100 for the full control effect; nearly all actives have a fitted effect of over 60% in size
Target sequence (P51450 whole entry, looked up, the tested form may be a part): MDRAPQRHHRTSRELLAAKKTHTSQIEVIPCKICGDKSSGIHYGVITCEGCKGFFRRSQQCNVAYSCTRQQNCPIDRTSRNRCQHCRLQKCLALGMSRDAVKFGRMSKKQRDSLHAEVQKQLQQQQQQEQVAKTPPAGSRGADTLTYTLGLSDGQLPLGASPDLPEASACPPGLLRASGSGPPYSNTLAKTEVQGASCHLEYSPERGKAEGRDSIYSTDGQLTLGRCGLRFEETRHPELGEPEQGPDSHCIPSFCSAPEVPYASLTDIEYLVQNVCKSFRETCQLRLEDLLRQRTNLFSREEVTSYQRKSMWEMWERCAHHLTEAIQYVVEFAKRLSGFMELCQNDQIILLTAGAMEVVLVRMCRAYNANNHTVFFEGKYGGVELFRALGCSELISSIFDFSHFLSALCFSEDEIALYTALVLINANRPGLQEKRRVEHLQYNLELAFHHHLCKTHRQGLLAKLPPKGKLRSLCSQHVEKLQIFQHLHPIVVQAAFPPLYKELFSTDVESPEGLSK
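Luciferase reporter read in Schneider cells carrying Gal4-RORγ (mouse) and UAS-Photinus luciferase; cells given compound 1 h before 700 uM copper sulfate induction, then incubated 20 h at ambient temperature.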
uPA surface inh – inhibitors of cell surface uPA generation. cell surface uPA generation assay, qHTS. Potency, µM (top dose mostly 38.3 µM), for the others: at the top dose activity change, negative = inhibition, usual class: inhibitors. 330,000 compounds, 0.31% hits. AID 540303; active = well fitted inhibition curve with a large enough effect; inconclusive = small, poorly fitted or top-dose-only effect; inactive = no such curve, though single readings can be large or run the other way; tested in mouse RAW 264.7 cells; note: potency is the fitted concentration of half-maximal effect; % is set by controls: 0 for no effect and ±100 for the full control effect; nearly all actives have a fitted effect of over 55% in size
NPC1 prom act – activators of NPC1 promoter | Huh7 NPC1 promoter luciferase reporter, 24 h | Potency, µM (titrated, usually from 9.22 µM), for the others: at the highest dose activation, hits mostly activators | 320,000 compounds, 2.4% hits | AID 485313;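 note: potency is the fitted concentration of half-maximal effect; % of control where 0% means no effect; nearly all actives have a fitted effect of over 60% in size; reporter is driven by a mutant NPC1 promoter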
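Luminescence read-out of NPC1 promoter-driven luciferase in stably transfected Huh7 cells; compounds delivered in DMSO and left 24 h at 37C, 5% CO2, qHTS titration format.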
Rab9 promoter act – Rab9 promoter activation; Huh7 Rab9 promoter-luciferase reporter, luminescence, 24 h; Potency, µM (series often up to 9.22 µM), inactives show at the top dose activation, negative = inhibition, most hits filed as activators; 320,000 compounds, 2.8% hits; AID 485297; note: potency is the fitted concentration of half-maximal effect; % of control where 0% means no effect; nearly all actives have a fitted effect of over 60% in size
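Huh7 cells stably carrying a Rab9 promoter-luciferase reporter, 1500 cells per well in OP-MEM I with 10% FBS, treated with compound 24 hours at 37C. Luciferase activity read by luminescence after 10 minutes with Amplite reagent.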
Active calls of the source: *; u = inconclusive; x = no result given; [ ] = another dose, or the depositor's remark. Unless noted, calls come from the whole dose curve; as a rule, active = well fitted curve in the direction sought with a large enough effect; inconclusive = small, poorly fitted or top-dose-only effect, or another doubt; inactive = no such curve, though single readings can be large; an effect the other way counts as inactive or inconclusive.

Compound,KCNH2 3.1 inh,Tb PFK inh,Gal4-VP16 FLuc,ELG1 genotox,Giardia kill,FBPA coupling cs,FLuc counter,RORgamma inh,uPA surface inh,NPC1 prom act,Rab9 promoter act
CCC(=O)NCc1ccc(-c2nc3ncccc3o2)cc1,4,8%,x,12%,-18,4,-12%,x,9%,14%,20%
COc1ccc2c(c1)c(=O)oc1cc(OCC(=O)N3CCc4ccccc4C3)ccc12,2,u,10%,2%,-1,2,u,u,-2%,-1%,8%
Cc1nc(C(=O)Nc2cccc(Cl)c2)nn1-c1cc(OC(C)C)c(Cl)cc1Cl,-13,-4%,-6%[0.365 µM],-1%,4,0,-1%,15%,-4%,-5%,-4%
Cc1ccc(N(Cc2ccccc2)C(=O)c2cccc(S(=O)(=O)N3CC(C)OC(C)C3)c2)cc1 (stereo unspecified),16,0%,x,u,u,x,u,x,-1%,-1%,-2%
CC(=O)N1c2ccccc2NC2=C(C(=O)CCC2)C1c1ccco1 (stereo unspecified),-2,1%,4%,1%,1,-4,-4%,2%,-18%,6%,-1%
Cc1cc(-c2nnc(SCC(=O)Nc3ccc(S(N)(=O)=O)cc3)n2N)n[nH]1,15,-6%,-11%,1%,-4,x,0%,-29%,6%,0%,6%
COc1ccc2cc(C(c3nnnn3C(C)(C)C)N3CCc4ccccc4C3)c(=O)[nH]c2c1 (stereo unspecified),x,0%,1%[0.365 µM],u,x,-16,4%,u,x,-4%,-7%
Fc1cccc(CN2CCN(C(=S)NCCc3ccccc3)CC2)c1,9,1%,-12%,2%,9,2,u,-13%,1%,0%,0%
O=C(/C=C/c1ccc(Cl)c([N+](=O)[O-])c1)Nc1ccc(N2CCCC2)c(Cl)c1,-15,-5%,u,12%,u,2,1%,u,-1%,-2%,-2%
O=C(NCc1cccs1)C(=O)c1c[nH]c2ccccc12,-6,0%,-8%,u,7,1,u,1%,-23%,22%,u
Cn1c(=O)c2c(nc(NCc3ccco3)n2CCc2ccccc2)n(C)c1=O,5,-5%,7.9µM*,-7%,2,-5,-1%,13µM*,-7%,-5%,-3%
CC(=O)Nc1ccc(S(=O)(=O)Nc2nccs2)cc1,1,5%,-2%,-4%,23,2,4%,-16%,2%,3%,-3%
COc1ccc(/C=N/NC(=O)c2ccc3nc[nH]c3c2)c(OC)c1,2,6%,7%,-1%,-16,x,17µM*,0%,u,-11%,-2%
COc1ccccc1CCC(=O)OCC(=O)NCc1ccc(OC)c(OC)c1,-27,4%,x,4%,-15,x,x,x,3%,x,x
O=S(=O)(Nc1ccc(S(=O)(=O)Nc2ncccn2)cc1)c1ccccc1,5,1%,-5%,4%,-14,4,1%,-4%,5%,-6%,-2%
Cc1nc(N)[nH]c(=O)c1Oc1cccc(C(F)(F)F)c1,2,5%,2%,0%,15,-3,-2%,1%,4%,-8%,-6%
Cc1c(CCOC(=O)c2ccccc2)sc[n+]1Cc1ccccc1,u,-1%,-7%,-1%,6,2,0%,29%,-3%,-3%,-3%
C=CCNC(=S)NNC(=O)C(CCCC)CC(C)(C)O (stereo unspecified),12,-2%,5.6µM*,-3%,-25,-5,3%,2.8µM*,0%,-3%,-5%
NC(=O)CSc1nc2ccccc2c(=O)n1-c1ccccc1,-1,0%,4%,6%,-8,0,1%,0%,-3%,-2%,-5%
COc1cccc(OCC(=O)O/N=C(\N)c2ccc(OC)c(OC)c2)c1,-16,4%,-3%,-1%,-11,0,0%,23%,21%,1%,-6%
N#CC1(Nc2ccccc2)C(=O)Nc2ccccc21 (stereo unspecified),10,0%,-1%,2%,14,0,4%,-1%,0%,2%,3%
Cc1ccc(NC(=O)N2CCN(C/C=C/c3ccccc3)CC2)cc1,4,-1%,1%,-1%,11,0,-1%,2%,10%,-1%,1%
O=C(CCl)Nc1ccc(N2CCCCCC2)cc1,-9,0%,u,-8%,-16,0,u,u,-15%,-13%,8%
O=C(O)CCCC(=O)N1CCN(C(c2ccccc2)c2ccccc2)CC1,5,9%,8%,4%,-17,4,0%,-21%,-2%,-5%,-4%
O=C(O)c1ccnc(SCC(=O)c2ccccc2)c1,0,u,u,-1%,22,14,u,-22%,0%,-1%,-1%
O=C(Cn1c(=O)n(Cc2ccco2)c(=O)c2c3c(sc21)CCCCC3)Nc1ccccc1,6,-14%,-7%,-3%,2,4,-9%,30%,-8%,-1%,7%
CC1CCN(C(=O)Cn2nnc(-c3ccc(C(C)C)cc3)n2)CC1,-9,5%,u,-2%,49[activator],-2,17µM*,u,12%,8%,2%
O=S(=O)(c1cc(Cl)ccc1Cl)N1CCN(Cc2ccc3c(c2)OCO3)CC1,14,4%,1%,1%,-21,3,-1%,u,-18%,0%,-2%
O=C(COc1cccnc1[N+](=O)[O-])Nc1ccc(F)cc1,-7,0%,x,15%,u,x,x,x,-2%,x,x
Cc1cc(C(=O)NNc2c(Cl)cccc2Cl)n(C(C)(C)C)n1,3,-1%,-22%,-5%,-9,0,0%,1%,6%,-3%,0%
O=C(O)c1cccc(NC(=S)N/N=C/c2ccccn2)c1,-34,8%,u,u,28,-9,0.38µM*,4.5µM*,u,0.28µM*,0.32µM*
O=S(=O)(Cc1ccccc1Cl)NCc1ccccc1,-5,9%,2%,1%,-23,2,7%,u,0%,-3%,3%
COC(=O)CCC(=O)N1CCOCCOCCOCC1,-5,0%,-10%,0%,-28,3,-1%,14%,2%,-4%,-5%
CCOC(=O)c1sc2ncn(C(CC)C(=O)OCC)c(=O)c2c1C (stereo unspecified),3,0%,0%,5%,5,2,-19%,22%,-2%,-4%,3%
O=C(O)c1cc(-c2ccc3c(c2)OCCO3)n[nH]1,3,1%,-26%,3%,1,-1,11µM*,-30%,-2%,-6%,0%
c1ccc(-c2noc(-c3cccnc3)n2)cc1,4,x,-6%,x,-1,0,9.5µM*,-24%,-7%,x,x
C=C[C@]1(C)C[C@H]1[C@H](NP(=O)(c1ccccc1)c1ccccc1)c1ccccc1,-4,-7%,3%,-7%,8,-1,5%,-17%,10%,1%,-9%
CC(C)N1CCN(Cc2ccc(-c3ccccc3)cc2)CC1CCO (stereo unspecified),17,7%,-1%,-6%,4,1,2%,-26%,4%,-3%,4%
COc1ccc(-n2nc3c(c2NC(=O)C2CC2)CS(=O)(=O)C3)cc1,x,0%,-2%,5%,1,x,0%,1%,0%,-10%,-7%
CN(C)CCCNS(=O)(=O)c1cc(Cl)c(Cl)cc1Cl,-8,3%,-4%,0%,2,-2,1%,-2%,-4%,-1%,1%
Cc1cc(C(=O)Cn2c(CO)nc3ccccc32)c(C)n1C,-8,2%,-3%,1%,-1,-1,-2%,8%,-1%,-2%,3%
COc1c(O)c(=O)n2c3ccccc3c3ccnc1c32,4,-1%,x,-5%,10,x,-1%,x,-21%,2%,-3%
CCOc1ccc(NC(=O)COC(=O)CNC(=O)c2ccc(-c3ccccc3)cc2)cc1,-19,-1%,x,0%,-19,x,u,x,-13%,0%,2%
Cc1ccc(CNC(=O)CN2CCN(Cc3ccc(Cl)cc3)C2=O)cc1,-5,6%,-5%,-3%,-11,5,14%,-1%,5%,-2%,0%
CC(C)c1ccc(NC2CCCN(C(=O)CCCn3cncn3)C2)cc1 (stereo unspecified),0,1%,-8%,-1%,-4,0,-1%,u,-2%,-6%,-6%
O=C(O)CCCN1C(=O)c2ccc(C(=O)c3cccc([N+](=O)[O-])c3)cc2C1=O,-10,-4%,1%,2%,14,7,1%,12%,4%,3%,0%
OC(CNc1ccccc1)COc1ccc(OCC(O)CNc2ccccc2)cc1 (stereo unspecified),6,-2%,u,-1%,-4,-2,1%,32%,-7%,-5%,-2%
